# Kir21 inh: Kir2.1 (mouse) channel inhibition. P35561. HEK293-Kir2.1, FluxOR thallium flux fluorescence; active compounds read low. B-score at 10 µM. actives 0.85% (n = 310,000). AID 1672;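 active = fluorescence ratio B-score at or below minus 3 SD of library scores, with starting-brightness B-score within 2 SD, cut at about -4.2 in these data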;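 also: channel flux triggered by added potassium and thallium sulfate stimulus; B-score of peak minus minimum fluorescence over baseline after thallium stimulus; more negative B-score means stronger Kir2.1 block with less thallium influx; some compounds called inactive have numbers as strong as hits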
# Target sequence (P35561 whole entry, looked up): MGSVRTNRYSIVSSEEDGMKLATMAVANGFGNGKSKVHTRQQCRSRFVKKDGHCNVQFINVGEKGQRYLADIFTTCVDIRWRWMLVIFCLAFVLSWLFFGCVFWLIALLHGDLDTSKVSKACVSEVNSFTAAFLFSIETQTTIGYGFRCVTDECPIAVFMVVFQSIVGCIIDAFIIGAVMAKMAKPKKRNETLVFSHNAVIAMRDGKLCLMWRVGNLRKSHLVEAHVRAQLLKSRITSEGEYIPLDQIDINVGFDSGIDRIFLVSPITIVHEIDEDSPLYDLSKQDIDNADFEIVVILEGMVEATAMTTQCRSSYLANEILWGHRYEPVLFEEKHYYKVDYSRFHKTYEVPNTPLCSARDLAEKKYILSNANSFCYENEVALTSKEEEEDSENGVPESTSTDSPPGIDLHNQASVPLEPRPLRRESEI
# CHT block: inhibits the human high affinity choline transporter. Q9GZV3. CHT-expressing cells, membrane potential dye, choline response; active compounds read low. B-score at 10 µM. actives 0.86% (n = 310,000);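 active = B-score over 3 SD under the library average, and starting fluorescence ratio not unusually high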;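 also: choline stimulus applied at its EC90 after an EC20 pre-addition; B-score computed on integrated fluorescence ratio after choline addition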
# Target sequence (Q9GZV3 whole entry, looked up): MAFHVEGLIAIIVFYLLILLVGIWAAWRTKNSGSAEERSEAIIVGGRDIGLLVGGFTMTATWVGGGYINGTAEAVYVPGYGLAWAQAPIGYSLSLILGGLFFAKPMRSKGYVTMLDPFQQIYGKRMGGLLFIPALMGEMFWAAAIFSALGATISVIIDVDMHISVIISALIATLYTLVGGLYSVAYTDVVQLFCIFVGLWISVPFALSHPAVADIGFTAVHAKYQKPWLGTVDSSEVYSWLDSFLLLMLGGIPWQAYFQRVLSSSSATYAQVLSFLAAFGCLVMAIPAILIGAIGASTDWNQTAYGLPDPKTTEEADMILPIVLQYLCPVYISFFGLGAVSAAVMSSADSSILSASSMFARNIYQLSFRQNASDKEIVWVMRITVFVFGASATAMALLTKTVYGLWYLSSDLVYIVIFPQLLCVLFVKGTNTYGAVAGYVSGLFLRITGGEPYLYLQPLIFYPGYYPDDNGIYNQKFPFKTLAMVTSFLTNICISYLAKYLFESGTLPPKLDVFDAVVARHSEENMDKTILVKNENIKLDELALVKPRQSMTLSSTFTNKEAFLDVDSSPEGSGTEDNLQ
# * marks the source's active call; other numbers are inactive results; i = inactive; / = not tested or not shown.
SMILES,Kir21 inh,CHT block
COc1ccccc1CNC(=O)CSc1nc(-c2ccccc2)cn1N,0,i
CC(=O)Nc1ccc(S(=O)(=O)NCCC(=O)Nc2ccc(C)cn2)cc1,0.01,i
O=C(NCCc1cccc(Cl)c1)c1ccc(OC2CCN(Cc3ccccn3)CC2)cc1,-5.4*,/
CCN(CC)c1ccc(NC(=O)CCCCCN2C(=O)c3ccccc3C2=O)cc1,-0.16,i
COc1ccc(NC(=O)CS(=O)(=O)Cc2ccccc2)c([N+](=O)[O-])c1,-2.98,i
COc1ccccc1C1=NOC(Cn2c(NCC3CCCO3)nc3c2c(=O)n(C)c(=O)n3C)C1 (stereo unspecified),0.93,i
CN(C)c1nc2n(c(=O)n1)C(C#N)CS2 (stereo unspecified),0.04,i
CCOC(=O)c1c(C)[nH]c2cc(Br)c(OC)cc12,-0.21,i
Brc1ccc(-c2nnc3n2CCCCC3)cc1,-1.22,i
COc1ccc(NC(=O)CCC(=O)NCCO)cc1,0.51,i
CCOc1ccc(S(=O)(=O)NCCC(=O)NCCc2ccc(OCC)c(OCC)c2)cc1,-0.95,i
C/C(=N\NC(=O)c1c(C)nc2ccccn12)c1ccc(C(C)(C)C)cc1,1.08,i
Cc1ccc(NC(=O)CN2C(=O)CSc3ccc(S(=O)(=O)N4CCCCC4)cc32)cc1,0.02,i
OCCCNC(=S)Nc1ccc2nccnc2c1,0.14,i
Cc1cc(C)n(-c2ccc(C)c(Cl)c2)n1,-0.76,i
O=C(NCc1ccc(F)cc1)C1CCCN(c2nc3ccsc3c(=O)s2)C1 (stereo unspecified),0.04,i
COc1ccc(S(=O)(=O)CCC(=O)N2CCN(c3ccc(F)cc3)CC2)cc1,1.17,i
Cc1nc2ccccc2c(=O)n1NC(=O)C1CC1C (stereo unspecified),-2.23,i
CC(=O)N(CCCCl)C(C#N)c1ccccc1 (stereo unspecified),-1.58,i
CCn1c(CNc2ccc(F)cc2)nnc1SCC(=O)Nc1ccc(OC)cc1,1.89,i

# 6 entries from above, arranged by the value under Kir21 inh, largest number first:
SMILES,Kir21 inh,CHT block
CCn1c(CNc2ccc(F)cc2)nnc1SCC(=O)Nc1ccc(OC)cc1,1.89,i
C/C(=N\NC(=O)c1c(C)nc2ccccn12)c1ccc(C(C)(C)C)cc1,1.08,i
Cc1ccc(NC(=O)CN2C(=O)CSc3ccc(S(=O)(=O)N4CCCCC4)cc32)cc1,0.02,i
CCOc1ccc(S(=O)(=O)NCCC(=O)NCCc2ccc(OCC)c(OCC)c2)cc1,-0.95,i
CC(=O)N(CCCCl)C(C#N)c1ccccc1 (stereo unspecified),-1.58,i
Cc1nc2ccccc2c(=O)n1NC(=O)C1CC1C (stereo unspecified),-2.23,i

# New compounds follow.
SMILES,Kir21 inh,CHT block
CCOc1ncccc1C(=O)OCC(=O)Nc1cc(S(=O)(=O)N(CC)CC)ccc1C,-1.12,i
CC(=O)c1ccc(N2CCN(C(=O)c3n[nH]c4ccccc34)CC2)cc1,0.43,i
Cn1cnc([N+](=O)[O-])c1NC(C)(C)C,0.15,i
CCn1nnnc1-c1ccc(OC)c(S(=O)(=O)NCCc2ccccc2)c1,0.3,i
COC(=O)c1cc(C(=O)OCC(=O)NC(=O)c2ccccc2)cc([N+](=O)[O-])c1,1.23,i
Cc1cccc(C(=O)Nc2sc3c(c2C(=O)O)CCCC3)c1,1.67,i
COc1ccc(OCCCC(=O)Nc2cccc([N+](=O)[O-])c2)cc1,2.45,i
CC(=O)c1cc2c(cc1NC(=O)c1ccc(C)cc1)OCO2,0.12,i
CCOC(=O)c1sc(NC(=O)CCN2C(=O)c3cccc([N+](=O)[O-])c3C2=O)c(C(=O)OCC)c1C,2.74,-7.41*
COc1cc(O)c(C(CCN2CCCC2)c2ccc3c(c2)OCO3)c(OC)c1 (stereo unspecified),-0.66,i
COc1ccc(-c2noc(CSc3nc(N)cc(=O)[nH]3)n2)cc1,0.13,i
c1cc(Nc2ncnc3sccc23)cc(-c2nnc3n2CCCCC3)c1,-0.46,-6.01*
Cc1ccc(C)c(Cn2ncc3ccccc32)c1,1.38,i
O=C(CCC(=O)N(CC(=O)NC1CCCCC1)Cc1ccccc1)Nc1ccccn1,-0.18,i
CCCCOc1ccc(S(=O)(=O)Nc2cc(OC)ccc2OC)cc1,2.44,i
O=C(O)c1ccc(Nc2ccc([N+](=O)[O-])c3nonc23)cc1,0.93,i
COC(=O)c1cc(S(=O)(=O)N2CCOCC2)c(Cl)cc1N1CCOCC1,0.07,i
Cc1cc(C)c(S(C)(=O)=O)c(S(=O)c2ccc(Cl)cc2)n1 (stereo unspecified),1.76,i
CC(=O)Nc1nnc(CCN2CCCCC2)s1,-0.9,i
Cc1ccc(Oc2ccccc2/C=C2\SC(=O)N(C)C2=O)cc1,-0.59,i
CC1CN(C(=O)CCC(=O)NC2CCCCC2)c2ccccc2S1 (stereo unspecified),-0.79,i
CC(C)CCC(=O)N1CCC(N2CCC(C(=O)NCc3ccccn3)CC2)CC1,-0.99,i
COC(=O)/C(C#N)=C1/C=Cc2ccccc2N1,0.02,i
CCN(CC)S(=O)(=O)c1ccc(N2CCOCC2)c(NC(=O)COc2ccc(Cl)cc2)c1,-1.27,i
CSc1ccc(CN(C)C(=O)CNC(=O)c2ccc3c(c2)OCO3)cc1,1.17,i
NC(=O)c1ccc(NC(=O)CSc2nnc(-c3cccnc3)n2Cc2ccco2)cc1,1.7,i
COc1ccc(CNc2oc(Cc3cccc4ccccc34)nc2C#N)cc1,-2.18,i
Cc1c(C(=O)Nc2ccc(F)cc2)oc2ccc(S(=O)(=O)N3CCCC3)cc12,0.59,i
COc1ccc(/C=C2\SC(=S)N(c3cccnc3)C2=O)cc1,-0.01,i
O=C(NCc1cccs1)c1csc2c1CCCCC2,0.65,i

# Structures above printed as active in CHT block:
SMILES,Kir21 inh,CHT block
CCOC(=O)c1sc(NC(=O)CCN2C(=O)c3cccc([N+](=O)[O-])c3C2=O)c(C(=O)OCC)c1C,2.74,-7.41*
c1cc(Nc2ncnc3sccc23)cc(-c2nnc3n2CCCCC3)c1,-0.46,-6.01*

# (cont.)
SMILES,Kir21 inh,CHT block
O=C(CCCc1c[nH]c2ccccc12)NCc1ccccc1C(F)(F)F,-0.52,i
COc1ccc(N2CCN(c3ccc(NC(=O)C4CCCCC4)cc3C#N)CC2)cc1,-0.8,i
O=C(NCc1cccc(F)c1)c1noc2c1CCCC2,-1,i
Cc1cc(C(=O)N2CCCC(C(=O)c3ccc4ccccc4c3)C2)nn1C (stereo unspecified),-0.27,i
Cc1cccc(S(=O)Cc2ccc(C(=O)NC3CCN(Cc4ccccc4)CC3)o2)c1 (stereo unspecified),-1.25,i
CCOC(=O)c1c(NC(=O)C(C)Sc2c[nH]c3ccccc23)sc2c1CCC2 (stereo unspecified),-0.24,i
CCN1CCN(C(=O)CN(CCc2ccccc2)S(C)(=O)=O)CC1,1.48,i
O=C(O)CCc1nn2c3ccccc3n(Cc3ccccc3)c2nc1=O,0.74,i
O=C(OCC(=O)N1CCCCC1)c1cc2ccccc2cc1O,-0.47,i
O=C(NC1CCCN(Cc2ccc(Cl)cc2)C1)c1cccc(N2CCCC2=O)c1 (stereo unspecified),-0.98,i
CC(C)Cn1c(N)c(C(=O)COC(=O)Cc2cccc(C(F)(F)F)c2)c(=O)n(C)c1=O,-0.12,i
CC(C)CN(C(=O)CN1CCN(c2ccccc2F)CC1)c1c(N)n(CC(C)C)c(=O)[nH]c1=O,0.58,i
Cc1cc2c(cc1S(=O)(=O)CCC(=O)NC1CCCCC1C)OCC(=O)N2 (stereo unspecified),-1.53,i
COc1ccc(N2CCN(C(=O)CCNS(=O)(=O)c3cccs3)CC2)cc1,0.57,i
CCOC(=O)N1CCC(NC(=O)c2cc(C(=O)Nc3ccc(OCC)cc3)ccc2CO)CC1,1.54,i
O=C(/C=C/c1ccccc1)Nc1cccc(C(=O)O)c1,-1.2,i
CC(=O)OCCOc1nc(NC(C)C)nc(NC(C)C)n1,-0.16,i
COc1ccc(C)cc1NC(=O)CN(C)S(=O)(=O)c1ccc2c(c1)CC(C)N2C(C)=O (stereo unspecified),0.3,i
O=C1c2cccc3cccc(c23)N1Cc1ccc(F)cc1,-3.26,i
O=[N+]([O-])c1ccc(O)c(C=Nc2cccc3ccccc23)c1,-0.6,i
CCOCCOC(=O)NCCCCCCNC(=O)OCCOCC,-0.8,i
Clc1ccc(/C=C/c2nc3ccccc3[nH]2)cc1,1.18,i
COC(=O)c1ccc(COc2ccc(C)cc2[N+](=O)[O-])o1,1.52,i
CCOc1ccc2[nH]c(C(=O)N/N=C/c3ccc(OC)cc3)cc2c1,-1.03,i
Cc1ccc(NC(=O)CCn2c(=O)c3cccn3c3ccccc32)cc1C,0.18,i
COc1ccc(CNc2nc3ccccc3n2Cc2ccccc2)cc1OC,-2.89,i
CN(C)c1ccnc(-n2cccc2/C=N/OCc2ccccc2)c1C#N,0.25,i
COc1ccc(CCOC(=O)CNC(=O)c2ccc(Cl)cc2Cl)cc1,0.06,i
COC1c2ccccc2C(=O)N1Cc1ccc(F)cc1 (stereo unspecified),-0.6,i
COc1cccc(N/C(=N/C(=S)Nc2ccc(C)cc2C)Nc2nc(C)cc(C)n2)c1,-0.3,i

# Reprinted at random: 2 compounds from above
SMILES,Kir21 inh,CHT block
COc1ccc(CNc2nc3ccccc3n2Cc2ccccc2)cc1OC,-2.89,i
CC(C)CCC(=O)N1CCC(N2CCC(C(=O)NCc3ccccn3)CC2)CC1,-0.99,i

# The results go on:
SMILES,Kir21 inh,CHT block
COC(=O)COC(=O)c1ccc(Oc2nc(OC)nc(N(C)C)n2)cc1,-0.68,i
O=C(COc1ccccc1Cl)Nc1ccc(C(=O)c2ccc(C(=O)O)cc2)cc1,2.3,i
CC(C)Oc1cccc(C(=O)C2CCCN(C(=O)c3cc(C(F)(F)F)[nH]n3)C2)c1 (stereo unspecified),1.95,i
Cc1ccc(S(=O)(=O)N2CCOCC2)cc1NC(=O)COC(=O)CCn1c(C)csc1=O,0.05,i
CCC[C@@H]1C[C@@]1(CCC)[C@@H](NC(=O)c1ccccc1)c1ccc(C(=O)OC)cc1,-1.32,i
O=[N+]([O-])c1ccc(C2CNC(c3ccccc3)O2)cc1 (stereo unspecified),0.05,i
CCCc1cc(=O)oc2cc(OCc3ccc(OC)cc3)c(Cl)cc12,0.88,i
Cc1c(C(=O)N(C)Cc2ccccc2)oc2ccc(S(=O)(=O)N3CCCC3)cc12,-0.82,i
COc1ccc(NC2CCCN(C(=O)c3ccc(OC)cc3OC)C2)cc1 (stereo unspecified),-0.63,i
C=CCn1c(SCC(=O)NC2CCCc3ccccc32)nnc1-c1ccncc1 (stereo unspecified),1.39,i
Cc1sc(NC(=O)CN(Cc2ccccc2)C(=O)C2CC2)c(C(N)=O)c1C,-1.19,i
NNC(=S)Nc1ccc(C(F)(F)F)cc1Cl,-0.34,i
CC(C)N(Cc1nc(-c2ccc(Cl)cc2)no1)C(=O)CCC1CCCC1,-0.02,i
CCN(c1ccccc1)S(=O)(=O)c1ccc(OC)c(NC(=O)COc2ccc(C(C)=O)cc2)c1,1.59,i
CC(C)(C)c1nnc(N/N=C/c2ccccc2O)n(N)c1=O,-0.33,i
CCN1CCN(C(c2cccs2)C(C)NC(=O)c2cccnc2)CC1 (stereo unspecified),-0.83,i
CCOC(=O)c1sc(=NC(=O)CCS(=O)(=O)c2ccccc2)n(C)c1C,-0.63,i
COc1ccc(CCNC(=O)c2cc3c(cc2Cl)N2CCCCCC2=NS3(=O)=O)cc1,-0.73,i
Cc1cc(C)cc(NC(=O)CN2CCC(C(=O)c3ccccc3)CC2)c1,0.26,i
CCOC(=O)c1c(O)c2c(n(Cc3ccco3)c1=O)CCCC2,-1.89,i
CCOc1ccc(C(=O)NCC(C)NC(=O)c2ccc(OCC)cc2)cc1 (stereo unspecified),3.89,i
COC(=O)CCCCCN1C(=O)NC(c2ccc(-c3ccccc3)cc2)C(C(=O)OCc2ccccc2)=C1C (stereo unspecified),1.61,i
Cc1cc2oc(=O)cc(C)c2cc1NC(=O)CCC(=O)O,1.5,i
CCc1ccc(OCC(=O)Nc2cccc3nsnc23)cc1,-0.06,i
COc1ccc(NC2CCCN(C(=O)c3cc(C)nc4cc(F)ccc34)C2)cc1 (stereo unspecified),-0.15,i
CC(C)(C)NC(=O)CCN(/N=C/c1ccccc1O)C1=NS(=O)(=O)c2ccccc21,-2.57,i
CCN(CC)S(=O)(=O)c1cc(C(=O)OCC(=O)Nc2cccc(Br)c2)ccc1F,-0.23,i
Cc1cccc(NC(=S)NC(=O)c2ccc(Br)o2)c1,0.03,i
CCOc1ccccc1C(=O)N[C@H](C(=O)OCc1cc(=O)oc2cc(C)ccc12)C(C)C,-1.62,i
Cc1cc(C)cc(NS(=O)(=O)c2ccc(F)cc2)c1,-1.46,i
c1ccc2c(N3CCCCC3)nc(N3CCOCC3)nc2c1,-1.78,i
CCOc1ccc(NC(=O)CSc2nnc(C(C)C)n2CC)cc1,-1.05,i
O=C(CSc1nnc(Cc2cc(=O)[nH]c(=O)[nH]2)n1-c1ccc(F)cc1)NC1CCCC1,0.71,i
CCCCOc1cccc(OCCCC)c1C(=O)Nc1cc(C)on1,0.31,i
CN(C)NC(=S)NC(=O)C12CC3CC(CC(C3)C1)C2,1.92,i
CCCc1cc(C(=O)Nc2sc3c(c2C#N)CCC3)no1,1.16,i
O=C(C1=C[C@@H](c2ccc(C(F)(F)F)cc2)C[C@@H](OCc2ccc(CO)cc2)O1)N1CCN(Cc2ccc3c(c2)OCO3)CC1,-0.45,i
Cc1ccc(Cl)c(NC(=O)COC(=O)c2ccccc2C(=O)c2ccc(Cl)c([N+](=O)[O-])c2)c1Cl,-0.71,i
Cc1cc(C)c(C(=O)CSC2=NC(N)=C(C#N)C3(CCCCC3)C2C(N)=O)cc1C (stereo unspecified),-2.09,i
Cc1nc([N+](=O)[O-])cn1CC(O)c1ccc(-c2ccccc2)cc1 (stereo unspecified),-1.35,i
CCCCC(=O)Nc1cccc(-c2nc3ncccc3o2)c1C,0.34,i

# Screening results deposited in PubChem by Johns Hopkins Ion Channel Center.
